Compound activity from PubChem BioAssay.
Rpn11 block: blocks the human proteasome subunit Rpn11; human 26S proteasome, Ub4-pepOG fluorescence polarization; 20S core pre-blocked with epoxomicin; calls only at 20 µM; 360,000 tested, 0.59% active; AID 588493;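 active = inhibition at 20 µM, scaled to each plate's controls, above about 33%, limit read from the data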
Target sequence (O00487 whole entry, looked up): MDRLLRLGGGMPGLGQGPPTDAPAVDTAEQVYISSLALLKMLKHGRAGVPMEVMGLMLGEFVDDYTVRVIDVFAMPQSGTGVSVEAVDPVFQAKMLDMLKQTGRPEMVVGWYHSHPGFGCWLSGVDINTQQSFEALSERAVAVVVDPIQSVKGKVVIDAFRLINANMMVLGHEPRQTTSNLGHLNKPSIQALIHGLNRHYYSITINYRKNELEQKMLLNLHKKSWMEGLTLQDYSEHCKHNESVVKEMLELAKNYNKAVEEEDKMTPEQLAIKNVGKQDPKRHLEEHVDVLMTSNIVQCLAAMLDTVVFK
DNMT1 inh: DNMT1 (human) enzyme inhibition. P26358. DNMT1 molecular beacon, Hinp1I cleavage, fluorescence. inhibition (reported as % activation of signal), % at 10 µM. 360,000 tested, 0.83% active. AID 588458; in the data active = inhibition above about 50%
MsrA inh: bovine MsrA inhibition; inhibition, % at 15.5 µM; AID 651718; purified bovine MsrA, absorbance read-out; 360,000 tested, 0.75% active; in the data active = inhibition above about 4.5%;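 note: 0% = vehicle wells with enzyme and 100% = reference inhibitor wells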
STEP inh: inhibitors of human striatal-enriched phosphatase STEP; P54829; recombinant STEP, OMFP fluorogenic substrate, fluorescence; inhibition, % at 20 µM; 360,000 tested, 0.25% active;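 active = inhibition at 20 µM, scaled per plate between control wells, above about 37%, limit read from the data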;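 note: 0% = DMSO with enzyme and substrate and 100% = substrate only without enzyme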
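System: STEP phosphatase, cell-free reaction; Buffer or medium: Bis-Tris pH 6.0 buffer with DTT, detergent; Incubation: 20 min at room temperature, dark; Measured by: fluorescence, 480/540 nm.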
LMPTP block: LMPTP (human) inhibition; P24666; recombinant LMPTP-A, OMFP fluorogenic substrate, fluorescence intensity; inhibition, % at 20 µM; 360,000 tested, 0.22% active; AID 651560;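 active = compounds that cut the enzyme signal by at least half of the control window in the single-dose screen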;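 note: plate controls were DMSO wells with enzyme plus substrate for no effect and substrate without enzyme for full effect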
Target sequence (P24666 whole entry, looked up): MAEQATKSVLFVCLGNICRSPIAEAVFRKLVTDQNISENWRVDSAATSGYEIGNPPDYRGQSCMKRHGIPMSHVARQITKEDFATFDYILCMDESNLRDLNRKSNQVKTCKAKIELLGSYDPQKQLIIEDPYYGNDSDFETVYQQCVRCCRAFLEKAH
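Test system – LMPTP-A enzyme · Amount – LMPTP-A at 0.625 nM final in the reaction · Buffer or medium – Bis-Tris pH 6.0, DTT, detergent · Reagent – OMFP 400 µM · Doses – single 20 µM dose · Schedule – reaction 50 min, room temperature, dark · Detection – fluorescence intensity of OMFP turnover product · Evaluation – percent inhibition versus substrate-only and uninhibited controls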
CSN deneddyl inh: CSN deneddylation inhibition; Purified CSN, SCF-Nedd8-OG deneddylation, fluorescence polarization; inhibition, % at 12.5 µM; 360,000 tested, 0.38% active; AID 651999;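 active = pattern-corrected inhibition above about 35%, with an unprinted fluorescence ratio check between 0.5 and 1.5, limit read from the data, passing the limit was not always enough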;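 note: 0% = enzyme with substrate and 100% = substrate without enzyme; some results filed as inactive read as strong as hits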
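Material: human Csn5 produced in HEK293T cells; Input: enzyme 0.24 nM; Reagent: SCFSkp2-Nedd8OG substrate at 10 nM final; Dosing: 12.5 µM compound; Incubation: 90 min reaction at room temperature; Detection: fluorescence polarization of the substrate; Evaluation: % inhibition of substrate cleavage by Csn5; Control set: substrate-only high control, full reaction low control.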
Scp1 inh: Scp-1 (human) phosphatase inhibition; Q9GZU7; Recombinant Scp1, phosphopeptide, malachite green phosphate absorbance; inhibition, % at 20 µM; 340,000 tested, 0.88% active;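 active = inhibition above about 50% at 20 µM, limit read from the data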;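 note: plate controls were DMSO wells with enzyme for no effect and wells lacking enzyme for full effect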
Target sequence (Q9GZU7 76-261 limits assumed): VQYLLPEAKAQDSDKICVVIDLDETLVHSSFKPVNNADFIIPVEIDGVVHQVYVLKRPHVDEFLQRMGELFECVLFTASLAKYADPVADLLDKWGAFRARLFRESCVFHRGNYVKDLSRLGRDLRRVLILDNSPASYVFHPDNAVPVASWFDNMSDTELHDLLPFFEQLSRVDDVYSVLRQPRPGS
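System: truncated SCP-1 phosphatase (76-261aa); medium: Tris acetate buffer pH 5.5 with MgCl2 and Tween-20; incubation: 45 min room-temperature reaction, 5 min colour, 30 min stabiliser; compound: single 20 µM dose, 1% DMSO; reagent: Phosphorylated 17-residue peptide substrate; read-out: % inhibition at 20 µM; technique: colorimetric free-phosphate detection, absorbance 630 nm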
NadD block: inhibitors of Staphylococcus aureus NadD. purified NadD enzyme, colorimetric absorbance read-out. inhibition, % at 20 µM. 360,000 tested, 0.78% active; in the data active = inhibition above about 26%; note: some compounds past the cut are filed as inactive
Tb MetRS inh: blocks T. brucei methionyl-tRNA synthetase activity; purified T. brucei MetRS, ATP depletion, Kinase-Glo luminescence; inhibition, % at 11.9 µM; 360,000 tested, 0.4% active;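 active = inhibition above a per-plate cutoff of the control wells' mean inhibition plus 3 SD, cut at about 5.5% in these data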;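 note: 0% = DMSO wells median and 100% = median of wells with control inhibitor compound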
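Dosing: 11.9 µM compound single dose, 0.9% DMSO; Assay system: purified T. brucei MetRS enzyme; Measured by: Kinase-Glo luciferase luminescence reporting remaining unconsumed ATP; Schedule: 15 min plus 2 h at 25 °C.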
SUMO1 PPI mod: SUMO1-SIM interaction modulation. AID 602429. P63165. inhibition, % at 20 µM. 360,000 tested, 0.33% active. SUMO1 binding to a labelled peptide, TR-FRET, 1 h; in the data active = inhibition above about 37%
Target sequence (P63165 whole entry, looked up): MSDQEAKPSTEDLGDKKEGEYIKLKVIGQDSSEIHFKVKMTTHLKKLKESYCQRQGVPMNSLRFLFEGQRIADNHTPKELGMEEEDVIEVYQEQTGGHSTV
* = called active by the depositor; i = inactive; nt = no result given. Rows were taken by chance; any-hit rate near 3.9%.

SMILES	Rpn11 block	DNMT1 inh	MsrA inh	STEP inh	LMPTP block	CSN deneddyl inh	Scp1 inh	NadD block	Tb MetRS inh	SUMO1 PPI mod
Cc1ccnc(NC(=O)c2ccc(Cl)c(S(=O)(=O)N3CCCC3)c2)c1	i	-5	-0.4	1	-0.3	-3	-3	4	0.0	0
CCCC(=O)Oc1c(S(=O)(=O)c2ccc(C)cc2)c(C)nn1C(C)(C)C	i	8	-0.4	-1	5.7	1	-7	-8	-1.3	-2
COc1ccc(NC(=O)c2cnc(SC)nc2C)c(OC)c1	i	-1	1.6	-1	0.9	1	-6	-2	0.2	1
O=C(c1ccc(Cl)s1)N1CCOCC1	i	3	-1.0	-2	-0.8	0	-2	-1	-0.9	-3
CC(C)(C)NC(=O)COc1ccc(CNCc2cccs2)cc1	i	1	-0.6	-1	-0.6	0	-5	-3	-0.5	-2
COc1ccccc1NS(=O)(=O)c1ccc(C(=O)NCCCN2CCOCC2)cc1	i	6	-0.4	-2	-0.8	1	3	-4	-0.9	-2
CCOC(=O)c1ccc(NC(=O)C(CC)(CC)C(=O)OCC)cc1	i	-20	-0.9	-2	-0.5	2	-3	-7	-1.6	-3
S=C1CC2CCCC(C2)N1 (centres undefined)	i	-4	0.3	0	0.7	3	0	-15	-0.3	2
Cc1cccc(-n2c(SCC(=O)NCC3CCCO3)nc3ccccc3c2=O)c1C (centres undefined)	i	0	-0.8	-1	-7.3	-1	-9	4	0.1	-13
COc1cc(/C=N/NC(=O)c2cccnc2)ccc1OCC(=O)Nc1ccc(C)cc1	i	0	2.4	-1	-0.2	14	-8	1	-0.2	-1
COc1ccc(CC(N)c2csc(NC(=O)Nc3ccccc3Oc3ccccc3)n2)cc1 (centres undefined)	i	-22	1.1	2	1.3	-5	nt	30	-0.3	-111
Cc1cc(C(F)(F)F)nn1CC(=O)N(C)c1ccccc1	i	0	-0.5	4	-1.4	-3	-4	-7	0.3	-2
COc1ccc(-c2csc(NC(=O)C3=COCCO3)n2)cc1OC	i	-3	0.1	-2	-0.7	-5	3	-6	-0.2	0
COC(=O)c1cn(C(=O)c2ccc(Br)o2)c2ccccc12	i	0	0.1	-19	0.1	1	-6	-14	-0.8	-2
COc1cccc(C2=NN(S(C)(=O)=O)C(c3cccs3)C2)c1 (centres undefined)	i	5	0.0	-3	-0.8	8	-4	-2	-0.8	-3
Cc1nc(N2CCCC2)c2nnn(Cc3ccccc3Cl)c2n1	i	-6	1.5	3	0.2	-4	-3	-2	-0.4	3
CC(C)c1ccc(O)c(NC(=S)NC(=O)CCc2ccccc2)c1	i	0	-0.7	-1	1.0	-6	-12	-3	-0.2	0
COc1ccc2c(c1)c[n+](C)c1c3cc(OC)c(OC)cc3ccc21	nt	nt	0.7	nt	5.1	1	nt	5	-0.2	-114
CCOc1cc(C(=O)NCCOC)cc(OCC)c1OCC	i	2	0.9	4	1.0	1	-15	-4	-1.4	3
CN(Cc1ccc(OC(F)F)cc1)C(=O)c1cccc(S(=O)(=O)N2CCN(Cc3ccccc3)CC2)c1	i	-6	-0.5	-1	-8.3	-3	-9	-4	-0.3	-55
O=C(NCCc1ccc(Cl)cc1)C1=CC=CN2CCS(=O)(=O)N=C12	i	-4	1.2	-2	-1.0	3	-4	-2	-0.3	5
Cc1nnc(NC(=O)C2CCN(S(=O)(=O)c3ccc(Cl)cc3)CC2)s1	i	1	0.9	1	-0.5	2	4	-1	-1.5	-1
O=C(CSCc1ccccc1Br)Nc1ccccc1	i	-1	-0.6	0	-0.6	2	-4	-14	-0.5	-3
Cc1csc(SCCn2c(N3CCN(c4ccccc4)CC3)nc3c2c(=O)[nH]c(=O)n3C)n1	i	-4	0.0	-1	-4.0	-5	0	3	-0.3	-4
O=C(N/C(=C/c1ccco1)C(=O)N1CCOCC1)c1cccs1	i	2	1.8	2	0.3	1	8	3	-0.4	2
CC(=NNC(=O)COc1cccc(C)c1)c1cccnc1	i	80*	0.0	-2	-0.9	-1	-6	-3	-0.4	-1
CCc1nc(Sc2nnnn2-c2ccccc2)c2c3c(sc2n1)CCCC3	i	3	1.5	1	2.2	2	-13	3	-0.6	0
O=C(c1cnn(C(=O)c2ccco2)c1)c1ccccc1O	i	2	3.0	-2	-1.6	1	-9	3	0.2	7
Oc1ccccc1N=Cc1sc2ccccc2c1Cl	i	-3	-0.1	-1	1.8	-17	-10	-8	-0.7	-18
O=C(Oc1ccc(N(Cc2cccs2)C2=NS(=O)(=O)c3ccccc32)cc1)c1ccccc1F	i	0	0.6	0	0.8	0	-11	17	-0.2	1
Cn1c(NCCCO)nc2ccccc21	i	1	-0.4	18	0.6	4	-9	1	0.2	0
c1ccc(N2CCN(c3ncnc4sc5c(c34)CCC5)CC2)cc1	i	-1	2.7	2	3.7	1	4	-2	-0.2	6
C[C@H](NC(=O)C1CC(=O)N(c2ccc3c(c2)OCO3)C1)C(=O)NC1CCCCC1 (some centres undefined)	i	1	0.0	-2	-1.6	0	-1	-2	-0.6	3
CCCc1cc(=O)[nH]c2nnc(SCC(=O)Nc3nnc(CC)s3)n12	i	1	-0.5	-2	-0.1	-7	-9	2	-0.3	3
CC(=O)c1ccc(N2CCN(C(=O)/C=C/c3ccc(S(=O)(=O)N4CCOCC4)cc3)CC2)cc1	i	-5	2.0	4	0.9	-8	-3	2	1.1	-11
N#CCc1ccc(NC(=O)c2ccc(CN3CCc4ccccc4C3)cc2)cc1	i	-16	-0.9	1	0.1	5	-4	-5	-0.5	-8
Cc1cc(C)n(CC(O)COCc2ccccc2)n1 (centres undefined)	i	4	0.8	-3	-1.2	2	-6	2	-0.5	2
Cc1ccc(OCC(=O)Oc2cccc(C)c2)cc1	i	-3	-1.4	0	0.3	3	-15	1	-0.3	5
O=S(=O)(c1cccc(Br)c1)N1CCN(S(=O)(=O)c2ccc3c(c2)OCCO3)CC1	i	9	-0.5	0	1.0	0	-3	-3	-0.3	4
O=C(/C(=C\c1ccccc1)c1nc2ccccc2[nH]1)c1ccc(Cl)cc1	i	1	2.0	6	1.6	4	3	10	9.7*	-4
COC(=O)c1ccc(NC(C)=O)o1	i	2	-0.4	-3	-2.2	3	-5	1	-1.5	0
COc1ccc(O)c(C(=O)CC(=O)c2ccc(F)cc2)c1	i	1	1.0	-4	0.8	0	-7	-5	-1.3	-3
COc1ccc(-c2c(C#Cc3ccccc3)c3ccccc3n2C)cc1	i	0	0.9	2	2.5	-5	6	-5	-0.2	5
CC(=O)c1c(C)[nH]c(C(=O)Nc2ccc(N3CCCCCC3)cc2)c1C	i	-10	0.9	4	1.1	-9	nt	5	-0.3	11
O=C(Nc1ccc(Cl)c(S(=O)(=O)N2CCOCC2)c1)c1ccccn1	i	7	-0.4	-3	-1.3	-4	3	3	-0.8	0
CSCC[C@H](NC(=O)[C@H]1CC[C@H](CNC(=O)[C@@H](N)Cc2ccccc2)CC1)C(=O)O	i	3	-0.6	0	-1.5	2	-3	4	0.5	7
CN(C)C1NC(=O)c2cc(-c3ccccc3)sc2N1 (centres undefined)	i	-3	2.9	2	1.6	-2	-10	-1	-1.3	-18
O=C(CSc1nncs1)Nc1cc(-c2ccccc2)nn1-c1ccccc1	i	-4	0.1	2	-0.9	-5	-9	-6	-0.5	0
CC(C)Cc1nc2sc3c(=O)n(N)cnc3c2c2c1COC(C)(C)C2	i	2	-0.8	0	-1.4	-2	-3	-6	-0.2	3
CCOC(=O)N1CCN(C(=O)c2cccc(S(=O)(=O)Nc3ccc(Br)cc3)c2)CC1	i	4	-1.1	-1	0.2	0	-6	1	0.3	4
CS(=O)(=O)Nc1ccc(C2=NN(C(=O)C3CCCCC3)C(c3cccs3)C2)cc1 (centres undefined)	i	-4	-0.8	-3	2.6	-3	-13	-6	-0.1	-6
O=C(NCc1ccccc1F)C1CCCN1S(=O)(=O)c1ccc(F)cc1 (centres undefined)	i	0	-1.9	1	-0.3	-3	8	-2	-1.5	0
Cc1ccc(S(=O)(=O)N(Cc2cccc(C(F)(F)F)c2)C(=O)N2CCN(C)CC2)cc1	i	2	1.8	-2	-1.6	-1	-3	3	-0.4	8

Gathered by group: the compounds so far with four or more nitrogen atoms.
SMILES	Rpn11 block	DNMT1 inh	MsrA inh	STEP inh	LMPTP block	CSN deneddyl inh	Scp1 inh	NadD block	Tb MetRS inh	SUMO1 PPI mod
COc1cc(/C=N/NC(=O)c2cccnc2)ccc1OCC(=O)Nc1ccc(C)cc1	i	0	2.4	-1	-0.2	14	-8	1	-0.2	-1
COc1ccc(CC(N)c2csc(NC(=O)Nc3ccccc3Oc3ccccc3)n2)cc1 (centres undefined)	i	-22	1.1	2	1.3	-5	nt	30	-0.3	-111
Cc1nc(N2CCCC2)c2nnn(Cc3ccccc3Cl)c2n1	i	-6	1.5	3	0.2	-4	-3	-2	-0.4	3
Cc1nnc(NC(=O)C2CCN(S(=O)(=O)c3ccc(Cl)cc3)CC2)s1	i	1	0.9	1	-0.5	2	4	-1	-1.5	-1
Cc1csc(SCCn2c(N3CCN(c4ccccc4)CC3)nc3c2c(=O)[nH]c(=O)n3C)n1	i	-4	0.0	-1	-4.0	-5	0	3	-0.3	-4
CCc1nc(Sc2nnnn2-c2ccccc2)c2c3c(sc2n1)CCCC3	i	3	1.5	1	2.2	2	-13	3	-0.6	0
c1ccc(N2CCN(c3ncnc4sc5c(c34)CCC5)CC2)cc1	i	-1	2.7	2	3.7	1	4	-2	-0.2	6
CCCc1cc(=O)[nH]c2nnc(SCC(=O)Nc3nnc(CC)s3)n12	i	1	-0.5	-2	-0.1	-7	-9	2	-0.3	3
O=C(CSc1nncs1)Nc1cc(-c2ccccc2)nn1-c1ccccc1	i	-4	0.1	2	-0.9	-5	-9	-6	-0.5	0
CC(C)Cc1nc2sc3c(=O)n(N)cnc3c2c2c1COC(C)(C)C2	i	2	-0.8	0	-1.4	-2	-3	-6	-0.2	3
